Compound activity as filed in PubChem.
Rpn11 block: blocks the human proteasome subunit Rpn11. O00487. human 26S proteasome, Ub4-pepOG fluorescence polarization; 20S core pre-blocked with epoxomicin. calls only at 20 µM. 0.59% of 360,000 active;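 active = inhibition at 20 µM, scaled to each plate's controls, above about 33%, limit read from the data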
NadD inh: blocks S. aureus nicotinate mononucleotide adenylyltransferase; AID 602399; inhibition, % at 20 µM; 0.78% of 360,000 active; purified NadD enzyme, colorimetric absorbance read-out; in the data active = inhibition above about 26%; also: some compounds past the cut are filed as inactive
NRP1-CendR mod: modulators of CendR peptide binding to human neuropilin-1. O14786. FAM-RPARPAR peptide binding to NRP-1, fluorescence polarization. inhibition, % at 25 µM. 0.85% of 360,000 active. AID 602438;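 active = inhibition or corrected inhibition above about 18%, plus a signal ratio from 0.5 to 1.5, limit read from the data, passing the limit was not always enough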; also: strong numbers were not always called active
SKN-1 inh: inhibitors of C. elegans SKN-1; C. elegans VP596 Pgst-4::GFP/RFP ratio, acrylamide-induced, 24 h; inhibition, % at 21.8 µM; 0.49% of 360,000 active; AID 624304;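 active = interference check ratio from 0.5 to 1.5 plus GFP to RFP signal ratio inhibition reaching or exceeding a fixed threshold, cut at about 30% in these data, passing the limit was not always enough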; also: some compounds called inactive have numbers as strong as hits
Scp1 inh: Scp-1 (human) phosphatase inhibition. Recombinant Scp1, phosphopeptide, malachite green phosphate absorbance. 0.88% of 340,000 active. Q9GZU7. inhibition, % at 20 µM. AID 493091;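 active = inhibition above about 50% at 20 µM, limit read from the data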;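 also: plate controls were DMSO wells with enzyme for no effect and wells lacking enzyme for full effect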
Target sequence (Q9GZU7 76-261 limits assumed): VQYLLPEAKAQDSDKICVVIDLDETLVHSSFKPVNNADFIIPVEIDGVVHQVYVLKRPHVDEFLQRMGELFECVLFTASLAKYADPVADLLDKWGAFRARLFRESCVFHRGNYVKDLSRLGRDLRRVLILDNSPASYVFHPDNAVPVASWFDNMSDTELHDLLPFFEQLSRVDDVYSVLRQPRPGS
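Test system: SCP-1 phosphatase catalytic domain, residues 76-261; measured by: colorimetric phosphate reagent with accelerator and stabiliser, absorbance at 630 nm; timing: enzyme reaction 45 min at room temperature, colour 5 min, stabilisation 30 min; also added: Phosphorylated 17-residue peptide substrate; compound dosing: one concentration, 20 µM, with 1.0% DMSO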
STEP block: inhibitors of human striatal-enriched phosphatase STEP; P54829; recombinant STEP, OMFP fluorogenic substrate, fluorescence; inhibition, % at 20 µM; 0.25% of 360,000 active;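 active = inhibition at 20 µM, scaled per plate between control wells, above about 37%, limit read from the data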;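 also: 0% = DMSO with enzyme and substrate and 100% = substrate only without enzyme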
Target sequence (P54829 whole entry, looked up): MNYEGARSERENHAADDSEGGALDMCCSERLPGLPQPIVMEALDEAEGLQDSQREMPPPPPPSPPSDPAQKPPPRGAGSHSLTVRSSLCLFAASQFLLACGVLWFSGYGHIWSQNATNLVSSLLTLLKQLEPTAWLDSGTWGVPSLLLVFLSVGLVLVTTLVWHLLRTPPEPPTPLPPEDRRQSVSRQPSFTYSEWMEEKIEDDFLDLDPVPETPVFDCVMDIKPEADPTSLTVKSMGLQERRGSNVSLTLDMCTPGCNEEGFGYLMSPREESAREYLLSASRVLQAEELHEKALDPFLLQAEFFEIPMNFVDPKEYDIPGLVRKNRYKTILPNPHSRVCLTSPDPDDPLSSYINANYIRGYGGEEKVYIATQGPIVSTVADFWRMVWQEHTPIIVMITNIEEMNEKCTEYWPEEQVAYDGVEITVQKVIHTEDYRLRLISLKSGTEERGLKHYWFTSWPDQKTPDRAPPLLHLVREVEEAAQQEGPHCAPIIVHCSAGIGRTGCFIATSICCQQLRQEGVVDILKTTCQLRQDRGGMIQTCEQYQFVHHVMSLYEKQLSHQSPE
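Measure: Control-normalized % inhibition with plate pattern correction | Test system: STEP phosphatase, cell-free reaction | Medium: pH 6.0 Bis-Tris with DTT and Tween 20 | Technique: Fluorescence, 480/540 nm | Times: Reaction 20 min, ambient temperature | Doses: Single compound dose of 20 µM, 1% DMSO final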
MT1-MMP act inh: MT1-MMP (human) activation inhibition; P50281; HT1080 RFP-PRO-GFP cells, GFP/RFP ratio fluorescence, overnight; percent of plate control window, DMSO zero; GFP/RFP ratio change, % at 20 µM; 0.061% of 360,000 active; AID 651647;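 active = GFP/RFP ratio change of at least 30% with cell ATP level not reduced by more than half and red fluorescence within 50% of control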; also: strong numbers were not always called active
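Assay system: HT1080 cells carrying an RFP-PRO-GFP reporter | Dosing: Single dose of 20 µM compound, 1% DMSO final | Incubation: Cells overnight before dosing, compound overnight, 37 °C, 5% CO2 | Evaluation: GFP/RFP fluorescence ratio | Control set: DMSO and RFP-L50D-GFP cell wells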
LMPTP block: blocks human LMPTP phosphatase. recombinant LMPTP-A, OMFP fluorogenic substrate, fluorescence intensity. P24666. inhibition, % at 20 µM. 0.22% of 360,000 active;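 active = compounds that cut the enzyme signal by at least half of the control window in the single-dose screen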;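 also: plate controls were DMSO wells with enzyme plus substrate for no effect and substrate without enzyme for full effect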
Target sequence (P24666 whole entry, looked up): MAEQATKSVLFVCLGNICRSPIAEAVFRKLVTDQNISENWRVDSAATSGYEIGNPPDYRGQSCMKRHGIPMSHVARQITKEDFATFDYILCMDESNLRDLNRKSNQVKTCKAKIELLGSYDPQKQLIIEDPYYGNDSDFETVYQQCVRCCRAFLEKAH
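Assay system: LMPTP-A, protein tyrosine phosphatase of low molecular weight / Medium: pH 6.0 Bis-Tris buffer with DTT and Triton X-100 / Schedule: 50 min enzyme reaction at room temperature, protected from light / Measured by: endpoint fluorescence intensity from OMFP dephosphorylation / Read-out basis: % inhibition relative to no-enzyme and uninhibited control wells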
DNMT1 block: inhibitors of human DNMT1. P26358. DNMT1 molecular beacon, Hinp1I cleavage, fluorescence. inhibition (reported as % activation of signal), % at 10 µM. 0.83% of 360,000 active. AID 588458; in the data active = inhibition above about 50%
SUMO1 PPI mod: SUMO1-SIM interaction modulation; P63165; AID 602429; 0.33% of 360,000 active; SUMO1 binding to a labelled peptide, TR-FRET, 1 h; inhibition, % at 20 µM; in the data active = inhibition above about 37%
Target sequence (P63165 whole entry, looked up): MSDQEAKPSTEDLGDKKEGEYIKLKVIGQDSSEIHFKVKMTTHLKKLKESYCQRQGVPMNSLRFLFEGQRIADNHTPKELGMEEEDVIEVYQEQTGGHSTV
Numbers without * were called inactive; i = inactive; x = not tested or not shown. Hits appear at their usual frequency. Share with any hit: about 3.9%.

SMILES	Rpn11 block	NadD inh	NRP1-CendR mod	SKN-1 inh	Scp1 inh	STEP block	MT1-MMP act inh	LMPTP block	DNMT1 block	SUMO1 PPI mod
Cc1cc(C(=O)NNC(=O)Nc2ccc(Cl)cc2)no1	i	-5.9	-1.7	7.7	-6.6	3.0	-1.8	-1.7	0.4	-1.1
c1ccc(OCc2nn3c(-c4cccnc4)nnc3s2)cc1	i	0.7	-13.0	-9.6	0.2	1.3	2.8	-0.2	2.4	4.5
CC(=NNC(=S)N1CCCC1)c1ccccn1	i	3.1	12.0	7.1	x	8.7	5.9	-0.8	-3.1	-14.2
CC1CCC(NC(=O)c2cccc(S(=O)(=O)N3CCOCC3)c2)CC1 (stereo not given)	i	1.5	-1.2	2.4	x	-2.3	5.7	-1.6	-0.6	4.5
CCOC(=O)C1=CC[C@@H](c2ccccc2)N(S(=O)(=O)c2ccc(C)cc2)[C@H]1/C=C/c1ccccc1	i	-4.4	7.1	12.3	x	4.4	-4.0	1.8	3.3	1.3
S=C(NCc1ccc(Cl)cc1)Nc1ccccc1Cl	i	-5.2	0.4	-1.7	-11.7	0.9	-2.1	0.2	-6.1	2.2
COC(=O)COc1cc2ccccc2cc1C(=O)Nc1ccccc1	i	-6.9	3.8	-0.5	-8.6	2.3	3.1	1.5	-1.9	6.0
CC(C)COc1ccccc1C(=O)NC(CO)C(=O)O (stereo not given)	i	-1.8	-2.6	-3.7	-6.0	2.1	3.1	-0.6	3.6	0.1
Cc1ccc(-n2c(SCC(=O)c3c(N)n(C4CC4)c(=O)[nH]c3=O)nnc2N2CCOCC2)cc1	i	-1.5	-0.2	-5.9	-9.0	0.5	0.7	-1.2	-0.7	-0.7
Cc1c(C(=O)NCc2ccc3c(c2)OCO3)oc2ccc(S(=O)(=O)N3CCCCCC3)cc12	i	-4.9	3.6	21.5	-19.1	3.2	-1.9	3.9	-4.6	-0.1
COc1ccc(-c2cc(C(=O)N/N=C(\C)c3ccco3)c3ccccc3n2)c(OC)c1	i	10.3	-4.8	-7.5	-6.9	-1.8	0.2	-0.9	-5.6	3.8
Clc1ccc(CNCc2cccs2)c(Cl)c1	i	4.0	-1.8	0.8	0.9	-2.8	7.1	-1.3	3.4	-1.8
COC(=O)c1ccc(N2CN=C(c3ccc(C)cc3)NC2=S)cc1	i	2.0	0.9	-4.1	1.2	0.4	4.7	4.3	-3.0	4.0
O=C(NNC(=O)C1[C@H]2CCCC[C@@H]12)Nc1cccc2ccccc12 (stereo not given in full)	i	0.1	-4.6	-2.3	-9.8	1.1	-3.0	1.5	-2.7	-4.4
COc1cc2c(cc1NC(=O)COC(=O)CNC(=O)c1ccccc1)oc1ccccc12	i	-10.1	-8.9	-4.4	-3.9	-1.6	0.8	1.0	-5.1	2.1
COc1ccccc1N(C)S(=O)(=O)c1ccc(C(=O)NC(C)c2ccccc2)cc1 (stereo not given)	i	-5.9	5.2	7.9	-8.4	-1.9	5.8	0.7	1.6	-1.5
CN(CC(=O)Nc1cccc(F)c1)C(=O)C1CSC2(C)CCC(=O)N12 (stereo not given)	i	-5.9	8.7	-16.2	-0.1	-2.4	5.3	2.5	-1.8	1.0
CCC(C)N(NC(C)=O)c1nc(Cl)nc(NC(C)(C)C)n1 (stereo not given)	i	-5.8	20.2	8.0	-9.3	-3.7	1.5	-2.3	4.4	-2.1
COCCN(CCOC)S(=O)(=O)c1ccc(C(=O)Nc2c(C)n(C)n(-c3ccccc3)c2=O)cc1	i	-3.0	6.9	-12.8	-0.7	-1.1	1.9	-0.7	4.0	18.8
CCOC(=O)C1=C(c2ccccc2)c2ccccc2N(S(=O)(=O)C(F)(F)F)C1C(=O)OCC (stereo not given)	i	2.5	12.4	-0.3	-6.6	1.2	-1.5	1.1	2.0	-10.4
CC1(C)CC(NS(=O)(=O)c2ccc(S(=O)(=O)N3CCOCC3)cc2)CCO1 (stereo not given)	i	0.4	0.6	-0.6	0.2	-1.5	-2.4	-0.3	0.0	2.8
COc1cnc(-c2ccccn2)nc1Sc1ccc(F)cc1	i	5.7	8.1	-4.6	-2.5	2.4	4.0	0.2	5.6	1.0
COc1ccc(C2SCCN2C(=S)Nc2ccc(F)cc2)cc1 (stereo not given)	i	4.7	5.7	-11.7	-7.3	0.2	1.7	-3.7	1.4	-2.3
COCCNC(=O)CN1C(=O)NC2(CCCc3cc(OC)ccc32)C1=O (stereo not given)	i	-5.9	-0.7	-9.0	-6.8	0.9	0.3	-2.0	0.9	0.2
COc1ccc(-c2cc3ccc(F)cc3cn2)cc1	i	1.2	-54.9	9.8	-6.5	0.6	-0.6	0.8	0.5	-16.7
C[C@@H]1CN([C@H](C)CO)C(=O)CCCn2nncc2CO[C@H]1CN(C)S(=O)(=O)c1ccc(Oc2ccccc2)nc1	i	5.9	1.6	-8.2	x	0.9	4.8	-3.3	4.6	1.5
O=C(CCCc1ccccn1)c1ccccc1	i	-5.1	21.0	5.2	0.0	-3.6	0.2	-0.9	4.2	3.3
Cc1ccc(/C=C/C(=O)OCC(=O)Nc2ccc3[nH]c(=O)[nH]c3c2)o1	i	3.3	6.5	-2.8	7.0	0.6	-0.5	-1.1	-2.7	-4.2
CCC1(COC(NC(=O)c2cccnc2)(C(F)(F)F)C(F)(F)F)COC1	i	5.6	5.7	5.7	6.3	-3.8	3.8	-0.4	4.9	0.0
Cc1nn(C)cc1/C=C/C(=O)c1ccc(O)cc1	i	1.9	-18.4	-7.1	1.6	-2.3	-2.8	-2.5	-4.2	-9.2
Cc1ccc(CSc2nnc(CCCCCNC(=O)OC(C)(C)C)o2)cc1	i	1.0	23.9	-6.8	-3.6	3.8	4.7	0.8	3.2	4.2
Cc1cc(=O)oc2cc(OCC(=O)Nc3ccc4[nH]c(=O)[nH]c4c3)ccc12	i	-2.4	15.2	3.9	1.2	0.9	-2.5	0.4	-0.5	10.7
COc1ccc(C(=O)N(CCN2CCOCC2)CC(=O)NC2CCCC2)cc1OC	i	7.7	1.6	10.0	-4.4	-2.5	-4.7	-1.8	0.0	-1.7
CN1CCN(S(=O)(=O)c2ccc(NC(=O)c3ccc(Br)o3)cc2)CC1	i	-4.5	-8.3	7.0	-4.9	-9.1	-4.3	-0.5	-2.1	4.3
COC(=O)c1ccc(Oc2nc(NC(C)C)nc(N(C)C)n2)cc1	i	-2.4	-1.1	-9.5	-2.3	1.6	-17.1	0.7	4.4	0.5
O=C(C1CCCN(S(=O)(=O)c2cccc3cccnc23)C1)N1CCN(c2ccccc2F)CC1 (stereo not given)	i	-1.4	-7.3	-4.3	-4.1	0.5	4.2	-1.3	0.8	4.1
CS(=O)(=O)c1ccc(Cl)c(NC(=O)CN2CCN(S(=O)(=O)/C=C/c3ccccc3)CC2)c1	i	-2.5	-4.3	6.7	-5.5	7.7	-0.2	2.0	-4.2	-4.9
Cc1ccc(C2(C)NC(=O)N(CC(=O)NC(=O)NC(C)C)C2=O)cc1 (stereo not given)	i	-5.9	3.9	7.7	-3.0	1.9	-1.8	-0.6	-0.8	4.4
COc1cccc(C(=O)Nc2cccc(-c3ccc(N4CCOCC4)nn3)c2)c1OC	i	-3.8	0.6	-4.6	3.3	5.8	5.2	1.7	-3.7	-11.4
O=C(NCc1ccc2c(c1)OCO2)Oc1ccccc1	i	-2.5	5.6	-6.3	-8.4	-1.6	1.5	-1.7	2.2	4.9

Some of these compounds in order of number of heavy atoms, low to high.
SMILES	Rpn11 block	NadD inh	NRP1-CendR mod	SKN-1 inh	Scp1 inh	STEP block	MT1-MMP act inh	LMPTP block	DNMT1 block	SUMO1 PPI mod
COC(=O)c1ccc(Oc2nc(NC(C)C)nc(N(C)C)n2)cc1	i	-2.4	-1.1	-9.5	-2.3	1.6	-17.1	0.7	4.4	0.5
O=C(C1CCCN(S(=O)(=O)c2cccc3cccnc23)C1)N1CCN(c2ccccc2F)CC1 (stereo not given)	i	-1.4	-7.3	-4.3	-4.1	0.5	4.2	-1.3	0.8	4.1
C[C@@H]1CN([C@H](C)CO)C(=O)CCCn2nncc2CO[C@H]1CN(C)S(=O)(=O)c1ccc(Oc2ccccc2)nc1	i	5.9	1.6	-8.2	x	0.9	4.8	-3.3	4.6	1.5

Pulled one by one from the entries so far (2):
SMILES	Rpn11 block	NadD inh	NRP1-CendR mod	SKN-1 inh	Scp1 inh	STEP block	MT1-MMP act inh	LMPTP block	DNMT1 block	SUMO1 PPI mod
COc1cnc(-c2ccccn2)nc1Sc1ccc(F)cc1	i	5.7	8.1	-4.6	-2.5	2.4	4.0	0.2	5.6	1.0
COc1ccccc1N(C)S(=O)(=O)c1ccc(C(=O)NC(C)c2ccccc2)cc1 (stereo not given)	i	-5.9	5.2	7.9	-8.4	-1.9	5.8	0.7	1.6	-1.5

The list goes on:
SMILES	Rpn11 block	NadD inh	NRP1-CendR mod	SKN-1 inh	Scp1 inh	STEP block	MT1-MMP act inh	LMPTP block	DNMT1 block	SUMO1 PPI mod
COc1ccc(CN2CCCC(C(=O)N3CCCCC3)C2)cc1 (stereo not given)	i	-0.7	17.4	0.1	-4.5	0.1	3.2	-1.2	2.0	0.6
Cc1cc(OC(=O)C2CC2)c([N+](=O)[O-])c(=O)[nH]1	i	-2.8	0.1	0.8	-10.4	-4.7	1.8	-0.6	-0.1	0.7
O=C1Nc2ccccc2C1C(C[N+](=O)[O-])c1ccccc1 (stereo not given)	i	-9.0	3.6	-14.0	-12.3	-2.4	-0.2	-1.3	0.3	1.5
CCc1ccc(C(CNc2nc(C(F)(F)F)nc3ccccc23)N(C)C)cc1 (stereo not given)	i	-4.9	11.6	2.6	3.5	-0.1	-1.9	-1.5	0.6	-4.6
CCc1ccc(OCC(=O)Nc2ccc3oc(=O)ccc3c2)cc1	i	-0.8	15.9	-13.6	-5.5	-0.5	-1.4	-0.2	1.4	1.8
Cc1ccc2c(c1)S/C(=C/c1ccc[n+](CCO)c1)N2C	i	7.2	1.0	12.8	-1.3	1.6	-55.6	1.0	-0.1	-19.8
COc1c(O)ccc(/C=N/NC(=O)c2ccc3c(c2)OCCO3)c1[N+](=O)[O-]	i	-2.1	-1.4	-6.6	-12.0	-1.9	2.9	0.7	1.9	-16.2
O=C(Cn1nnc(-c2cccs2)n1)N1c2ccccc2Sc2ccc(C(F)(F)F)cc21	i	12.5	-7.1	13.8	-11.5	2.4	-6.1	1.3	-6.8	-0.9
CC(=O)Nc1ccc(Nc2ccc(S(=O)(=O)C(F)(F)F)cc2[N+](=O)[O-])cc1	i	3.9	7.6	2.3	-10.4	-0.2	6.7	-0.1	2.8	-34.3
CC1(C)Cc2c(cnn2-c2ccc(F)cc2)C(NC(=O)Cn2cncn2)C1 (stereo not given)	i	4.0	16.7	18.2	-9.6	0.0	-2.2	-0.8	-3.4	-0.5
